Compound activity from PubChem BioAssay.
MPTP inh: mitochondrial permeability transition pore inhibitors, primary screen, biochemical, isolated mouse mitochondria, absorbance. Ca2+ swelling absorbance, 30 min. inhibition, % at 10 µM. actives 1.4% (n = 360,000);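 active = inhibition of 50% or more, scaled per plate between neutral and stimulator controls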;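 note: 0% = DMSO wells given calcium and 100% = 1 mM EGTA wells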
GRIN3A LBD mod: binders of NR3A ligand-binding domain, primary screen, biophysical, differential scanning fluorimetry, uHTS. Glutamate receptor ionotropic, NMDA 3A (GRIN3A) ligand-binding domain. NR3A LBD differential scanning fluorimetry, Tm shift; 0% = protein alone, 100% = glycine-bound protein. Tm shift relative to glycine control, % at 25 µM. actives 2.5% (n = 340,000). AID 1259313, 2017;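 active = melting temperature shift of at least 10% of the positive control shift, at one fixed dose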
HKDC1 inh: HKDC1 hexokinase inhibitors, primary screen, biochemical, fluorescence, uHTS | Q2TB90 | recombinant HKDC1, G6PDH/diaphorase resazurin coupled fluorescence | inhibition, % at 20 µM | actives 0.16% (n = 340,000);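 active = inhibition above about 35% when tested at 20 µM, limit read from the data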;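 note: plate controls were DMSO wells with enzyme for no effect and DMSO wells lacking enzyme for full effect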
Target sequence (Q2TB90 whole entry, looked up): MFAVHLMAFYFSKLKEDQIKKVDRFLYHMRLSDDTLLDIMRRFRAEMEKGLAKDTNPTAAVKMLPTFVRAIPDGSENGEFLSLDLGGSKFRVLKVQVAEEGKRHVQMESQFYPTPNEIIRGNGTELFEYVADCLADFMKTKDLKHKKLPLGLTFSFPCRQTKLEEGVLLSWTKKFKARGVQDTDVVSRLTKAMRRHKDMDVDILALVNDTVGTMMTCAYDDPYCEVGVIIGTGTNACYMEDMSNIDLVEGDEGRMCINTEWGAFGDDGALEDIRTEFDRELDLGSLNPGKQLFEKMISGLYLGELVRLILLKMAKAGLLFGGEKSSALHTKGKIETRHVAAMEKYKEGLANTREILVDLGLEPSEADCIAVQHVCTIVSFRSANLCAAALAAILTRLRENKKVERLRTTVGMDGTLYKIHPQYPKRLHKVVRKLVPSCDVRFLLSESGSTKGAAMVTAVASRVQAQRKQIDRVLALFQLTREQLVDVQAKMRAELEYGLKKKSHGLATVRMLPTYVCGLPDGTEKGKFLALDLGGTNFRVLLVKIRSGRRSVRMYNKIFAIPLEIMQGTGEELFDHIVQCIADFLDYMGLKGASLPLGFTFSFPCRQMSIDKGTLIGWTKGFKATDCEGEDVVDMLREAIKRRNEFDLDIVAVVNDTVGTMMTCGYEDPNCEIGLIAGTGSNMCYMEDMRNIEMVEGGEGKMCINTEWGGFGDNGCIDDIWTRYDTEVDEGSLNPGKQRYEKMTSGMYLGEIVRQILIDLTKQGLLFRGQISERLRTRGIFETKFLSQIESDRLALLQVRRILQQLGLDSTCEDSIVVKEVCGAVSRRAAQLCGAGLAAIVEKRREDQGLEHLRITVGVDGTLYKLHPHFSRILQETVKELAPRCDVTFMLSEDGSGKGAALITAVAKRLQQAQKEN
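Test system: recombinant HKDC1 (HK5) hexokinase enzyme, produced in-house; Amount: enzyme 5 µg/mL final; Buffer or medium: Tris pH 8.0 buffer with MgCl2, Tween-20, BSA, BME; Reagent: glucose and ATP substrates; Doses: 20 µM test compound, 1% DMSO; Incubation: 90 min reaction incubation at room temperature, dark; Detection: resorufin fluorescence at 613 nm.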
ATG4B inhibitor: ATG4B protease inhibitors, primary screen, biochemical, fluorescence, uHTS; AID 504462, 2011; Cysteine protease ATG4B (Homo sapiens), Q9Y4P1; inhibition, % at 8.33 µM; actives 0.51% (n = 340,000); ATG4B cleavage of LC3-PLA2, NBD-HPC fluorescence, 1 h; in the data active = inhibition above about 40%
PfGluPho inh: PfG6PD enzyme inhibitors, primary screen, biochemical, fluorescence intensity, uHTS; inhibition, % at 20 µM; AID 504690, 2011; glucose-6-phosphate dehydrogenase-6-phosphogluconolactonase (Plasmodium falciparum 3D7); actives 0.78% (n = 350,000); PfGluPho enzyme, NADPH resazurin-diaphorase fluorescence;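 active = inhibition reaching at least a set limit at 20 µM in the primary screen, cut at about 59% in these data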;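 note: 0% = DMSO wells with substrate and 100% = DMSO wells lacking glucose-6-phosphate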
SENP6 block: SENP6 protease inhibitors, primary screen, biochemical, luminescence, uHTS; Sentrin-specific protease 6 (Homo sapiens), Q9GZR1; Recombinant SENP6 catalytic domain, aminoluciferin luminescence; inhibition, % at 10 µM; actives 1.8% (n = 330,000);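 active = inhibition above about 50% at the single tested dose, limit read from the data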;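 note: plate controls were DMSO wells with enzyme for no effect and DMSO wells lacking enzyme for full effect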
SENP7 block: SENP7 protease inhibitors, primary screen, biochemical, luminescence, uHTS; recombinant SENP7, Z-RLRGG-aminoluciferin luminescence, 40 min; inhibition, % at 5 µM; actives 1.5% (n = 330,000); AID 434973, 2010;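 active = inhibition above about 50% at the single test dose, limit read from the data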;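 note: plate controls were DMSO with enzyme for no effect and no enzyme buffer wells for full effect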
SENP8 block: human SENP8 protease inhibitors, primary screen, biochemical, fluorescence, Nedd8 protein substrate, uHTS; inhibition, % at 20 µM; actives 0.64% (n = 360,000); recombinant SENP8; Sentrin-specific protease 8 (Homo sapiens), Q96LD8; in the data active = inhibition mostly above about 40%, no sharp cut-off; inactive = mostly below about 27%
* marks the source's active call; other numbers are inactive results; i = inactive; / = no result given.

Values run as follows: MPTP inh	GRIN3A LBD mod	HKDC1 inh	ATG4B inhibitor	PfGluPho inh	SENP6 block	SENP7 block	SENP8 block
O=C(NC(=S)Nc1ccccc1Br)c1ccc2c(c1)OCO2
→ 0.8	-10	-4	3	15	0	-1	4
O=C(Nc1nnc(-c2ccccc2Cl)o1)c1ccco1
→ -1.8	0	11	-8	3	-16	-1	5
CCC/C(O)=C1\C(=O)CCCC1=NCCc1ccc(OCC)c(OCC)c1
→ 0.7	5	1	3	1	-6	-4	9
Cc1cc(C)c2c(N)c(C(=O)N3CCCCCC3)sc2n1
→ 2.2	3	0	-4	70*	-21	1	-279
Cc1ccc2[nH]c(=O)c(CN(Cc3cccs3)S(=O)(=O)c3ccc4c(c3)OCCO4)cc2c1
→ -1.2	0	-13	-4	5	-14	-4	-102
CCOC(=O)c1[nH]c(C)c(C(=O)Nc2ccccc2C)c1C
→ -2.9	1	-1	3	-3	6	3	7
CCCCCC(=O)NNC(=O)c1ccc(-c2ccccc2)cc1
→ -1.7	-4	-5	6	-10	-5	-6	26
CC1=NN(c2ccccc2)C(=O)/C1=C/c1ccc(Cl)cc1
→ 98*	3	0	2	19	41	50	41*
Cc1c(O)ccc(C(=O)CN2CCN(Cc3ccc4c(c3)OCO4)CC2)c1O
→ 0.0	-1	-12	-7	11	/	/	-38
Cc1ccccc1S(=O)(=O)Cc1ccc(C(=O)N2CCN(c3ncccn3)CC2)o1
→ -1.9	-2	-4	-4	-29	-3	4	-8
O=C(NCc1ccc(F)cc1)C(Cc1ccccc1)n1cccc1 (configuration not stated)
→ 4.7	2	-6	10	8	-5	-1	15
C=CCc1ccc(OCCOCCOc2cccc3cccnc23)c(OC)c1
→ 0.2	0	-5	-13	1	-3	5	-16
Cc1cc(C)c(CSc2ncnc3nc[nH]c23)c(C)c1
→ 0.3	-4	-3	-9	-8	13	-3	6
Cc1cc(N(C)C)nc(SC(C)C)n1
→ 0.4	3	0	-9	10	-12	-10	17
O=C(OCCN1CCCCC1)c1ccccc1F
→ 0.1	1	10	-3	-15	-12	-5	14
CC(C)[C@H](NC(=O)c1ccccc1Cl)C(=O)OCC(=O)NC(=O)NC1CCCC1
→ 1.2	1	4	1	-16	-6	2	13
CCOc1ccc(Br)cc1CC(=O)O
→ -0.8	-7	-7	-6	-5	-10	1	16
O=C(NCC1CCCO1)C(C(=O)c1ccccc1)n1cc(Cl)ccc1=O (configuration not stated)
→ 5.0	-3	-13	-12	13	2	-1	9
COc1ccc2[nH]c3c(c2c1)CCN1C(=O)N([C@@H](C)C(=O)NC2CCN(Cc4ccccc4)CC2)C(=O)[C@]31C
→ -0.5	-2	9	-16	-11	-10	-4	2
Clc1cccc(-c2ccc(C3Nc4cccc5cccc(c45)N3)o2)c1
→ 2.2	4	9	-13	44	11	11	-114
CCOc1ccccc1C(=O)Nc1cc(Cl)ccc1O
→ 92*	16*	5	-13	67*	-2	-7	2
O=C(C1CCCC1)N1CCN(S(=O)(=O)c2cccc(Cl)c2Cl)CC1
→ 0.2	0	6	1	-13	18	6	22
CCC(=O)N1c2ccccc2-c2nnc(SC)nc2OC1c1ccc(OC)c(OC)c1 (configuration not stated)
→ -2.2	-2	-2	-2	3	-16	11	4
O=C1CCC(=O)N1CCCCCc1nc(-c2ccccc2)no1
→ 2.6	0	-8	2	-16	5	-4	14
Cc1ccccc1NC(=O)CCCCCN1C(=O)[C@@H]2Cc3ccccc3CN2C1=O
→ 1.8	-3	-5	-8	4	-13	3	10
Cc1occc1-c1n[nH]c(=S)n1-c1ccccc1
→ -2.1	-2	-2	-6	20	2	-2	3
NS(=O)(=O)c1ccc(NC(=O)CSc2nnc(-c3ccc(O)cc3)o2)cc1
→ 0.5	26*	-3	-6	-8	-14	2	16
CCOC(=O)N1CCN(S(=O)(=O)c2ccc(NC(C)=O)cc2)CC1
→ -0.6	-1	-5	-10	-3	-13	4	15
Cc1ccccc1Cn1cc(NC(=O)CCCn2nc([N+](=O)[O-])cc2C)cn1
→ 1.0	-2	-6	28	8	-16	4	17
COc1ccccc1C(=O)NC(=S)Nc1cccc2cc(O)ccc12
→ 1.2	9	4	6	16	-10	5	1
COc1ccccc1P(=O)(c1ccccc1)c1ccc([N+](=O)[O-])cc1 (configuration not stated)
→ 1.9	-1	3	-1	1	9	-4	18
COc1ccc(S(=O)(=O)Nc2ccccn2)cc1C(=O)Nc1ccccc1
→ 0.2	-1	-7	10	-12	-3	4	-219
Cc1ccccc1-c1nnn(CC(=O)N(C)CC(=O)Nc2ccccc2C(F)(F)F)n1
→ 1.1	-1	0	9	-11	-2	8	3
Cc1ccccc1CC(=O)N1CCN(S(=O)(=O)c2ccc(Cl)s2)CC1
→ 0.3	4	0	-6	-3	-5	-12	8
CC(=O)CCC(=O)NCCc1ccccc1F
→ -2.3	0	-1	1	-17	-2	2	17
Cc1cc(N2C(=O)C=CC2=O)c([N+](=O)[O-])cc1C
→ 12	4	-15	-11	91*	-9	-6	15
COc1ccc(NC(=O)N2CCCC(C(=O)NCc3ccccc3F)C2)cc1 (configuration not stated)
→ -2.3	0	-4	0	0	-10	-9	0
CCC(C)(C)NC(=S)Nc1ccc(-c2nc3ccc(C)cc3s2)cc1
→ 85*	31*	13	-3	-11	28	10	-408
Fc1ccc(C2NC(=S)NC3=C2N2CCC3CC2)cc1 (configuration not stated)
→ -1.9	0	8	-1	12	-22	3	12
Cc1ccc(C(=O)OCC(=O)NC2CCCCC2)s1
→ -0.5	-2	-11	-4	-9	-4	11	3
Nc1c(NCCN2CCOCC2)c2ccccc2oc1=O
→ -0.3	-1	2	-5	-11	0	4	31
O=C(Cc1ccccc1)N1CCC(C(=O)N2CCN(c3ccc(F)cc3)CC2)CC1
→ -3.7	1	-1	-3	9	-19	0	10
CC(C)CCOP(=O)(c1ccc(N(C)C)cc1)C(O)c1ccc(Cl)cc1Cl (configuration not stated)
→ 1.9	1	3	1	22	-5	-6	1
CCn1cnc2c1c(=O)n(Cc1nnc3n1-c1ccccc1SC3)c(=O)n2Cc1ccccc1
→ 0.1	-1	5	-6	-3	9	-2	20
CSc1ccc(/C=C/C(=O)OCC(=O)N(C)CCC#N)cc1
→ -2.2	-1	-7	-2	10	-18	-8	-419
Nc1nc(NC(=O)c2ccc(Cl)cc2)nn1-c1ccccc1
→ 81*	-1	11	-1	-12	3	5	20
Cc1cc(C(=O)Nc2ncc(C)s2)c2ccccc2n1
→ -2.4	2	-2	-9	-1	-5	-8	30
CCOC(=O)c1[nH]c2ccc(OC)cc2c1NC(=O)NC(C)C
→ 0.4	-2	-3	-7	5	-1	2	-427
CC(=O)N(C)c1ccc(C=C2C=Cc3ccccc32)cc1
→ 0.4	1	6	-4	55	/	/	25
COC(=O)c1cc(S(=O)(=O)NCc2ccc(S(N)(=O)=O)cc2)oc1C
→ -0.1	-1	2	-4	0	-20	-8	-4
CCO[C@@H]1OC(C(=O)N2CCN(Cc3ccc4c(c3)OCO4)CC2)=C[C@H](c2ccc(Br)cc2)[C@H]1CCCO
→ -1.1	2	-2	-19	17	-14	0	15
Nc1n[nH]c2c1C1(CCCC1)Cc1ccccc1-2
→ -1.5	-1	-1	-1	-7	-3	3	36
COC(=O)c1ccc(OC(=O)c2nn(C)cc2Cl)c(OC)c1
→ -0.5	0	1	-3	-5	0	-1	30
Cc1ccc(OCCn2cc(/C=N/NC(=O)c3ccncc3)c3ccccc32)cc1
→ 3.4	-13	-7	-13	13	8	-8	11
O=C1c2ccccc2NC(c2cccc([N+](=O)[O-])c2)N1CCc1ccccc1 (configuration not stated)
→ -0.3	-7	2	13	-1	-16	-11	8
COc1ccc(NC(=O)CSc2nnc(-c3ccccc3C)n2N)cc1OC
→ 1.1	-1	-5	-1	-25	-7	2	15
CCOc1ccc(-c2n[nH]c(=S)o2)cc1
→ -2.6	0	-3	0	1	-17	-6	-379
CCOC(=O)c1[nH]cnc1C(=O)Nc1ccc([N+](=O)[O-])cc1
→ -0.4	-1	-6	-7	1	11	-1	9
O=C(NCCN1CCOCC1)C1CCCN(S(=O)(=O)c2ccc(F)cc2)C1 (configuration not stated)
→ -1.0	-5	-6	6	-1	-3	-4	-3
CNC(=O)c1ccc(-c2sc3nc(N4CCOCC4)c4c(c3c2N)CC(C)(C)OC4)o1
→ -3.0	-4	6	-21	17	10	12	i

Rewritten field by field: entries from further up.
CCOc1ccc(-c2n[nH]c(=S)o2)cc1
  MPTP inh: -2.6
  GRIN3A LBD mod: 0
  HKDC1 inh: -3
  ATG4B inhibitor: 0
  PfGluPho inh: 1
  SENP6 block: -17
  SENP7 block: -6
  SENP8 block: -379
CCOC(=O)c1[nH]cnc1C(=O)Nc1ccc([N+](=O)[O-])cc1
  MPTP inh: -0.4
  GRIN3A LBD mod: -1
  HKDC1 inh: -6
  ATG4B inhibitor: -7
  PfGluPho inh: 1
  SENP6 block: 11
  SENP7 block: -1
  SENP8 block: 9

The listing continues:
Values run as follows: MPTP inh	GRIN3A LBD mod	HKDC1 inh	ATG4B inhibitor	PfGluPho inh	SENP6 block	SENP7 block	SENP8 block
O=C(/C=C/c1ccc(Br)o1)OCc1nc2ccsc2c(=O)[nH]1
→ -2.3	-1	58*	15	48	-122	1	-39
CCCS(=O)(=O)c1nc(S(=O)(=O)c2ccc(C)cc2)c(NCCCN(C)C)s1
→ 1.5	-1	-13	-1	2	-8	-5	0
O=C(COC(=O)/C=C/c1cccc(Cl)c1)Nc1cccc(S(=O)(=O)NC2=NCCC2)c1
→ 0.0	-2	-2	-13	-7	-12	-10	7
O=C(c1ccc(F)cc1)N1CCCC(C(=O)N2CCCCC2)C1 (configuration not stated)
→ -0.8	2	-5	-6	3	14	-1	3
CCNc1nc(OC)nc(Oc2ccc(=O)n(-c3ccccc3)n2)n1
→ 1.7	-1	-4	-3	2	-18	1	13
Cc1ccc(Cn2c(-c3nonc3N)nc3ccccc32)cc1
→ 1.5	4	-6	-7	-10	-4	-7	19
O=C(O)CN1C(=O)C(=O)N(Cc2c(F)cccc2Cl)C1=O
→ 0.0	0	-4	9	-15	11	-3	20
CC1CCN(CC(C)CNC(=O)c2cc(-c3ccccn3)nc3ccccc23)CC1 (configuration not stated)
→ -0.4	0	-6	-4	0	6	-4	3
COc1ccc2[nH]cc(C(=O)N3CCCCC3)c(=O)c2c1
→ 0.1	-2	-4	0	-14	-8	0	-150
CC(=O)N1c2ccc(S(=O)(=O)N3CCCC(C(=O)Nc4cc(C)cc(C)c4)C3)cc2CC1C (configuration not stated)
→ -1.0	-8	3	-8	-4	-4	0	2
CC(CC(=O)c1ccc(F)cc1)N1CCN(c2ccccc2)CC1 (configuration not stated)
→ -1.0	-4	3	-3	6	/	/	14
Cc1ccc(C(=O)NCC(=O)OC2CCCCC2=O)cc1C (configuration not stated)
→ -1.0	3	-3	1	7	-8	3	5
N#CC1=C(N)N=C(SCc2cccc3ccccc23)C(C(N)=O)C12CCCCC2 (configuration not stated)
→ 5.0	-13	3	7	24	-11	-7	22
C=CCC[C@H](Cc1ccc(F)cc1)C(=O)OC[C@@H](Cc1c[nH]c2ccccc12)NC(=O)[C@@H](CC=C)CC(=O)N(CCO)Cc1ccccc1
→ -1.4	4	2	-7	17	-11	2	11
CCCN(CCC)S(=O)(=O)c1ccc(Cl)c(OC)c1
→ -0.2	-2	-8	-5	19	6	3	15
